Screening results as filed in PubChem.
Mcl1-Bid inh – Mcl-1/Bid interaction inhibition. hit rate 0.97% among 220,000. AID 1021. Q07820. inhibition, % at 21.7 µM. TR-FRET Mcl-1/Bid-Dy647 peptide binding, 1536-well;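 active = compounds that cut the binding signal by more than half at the single screening dose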;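 note: His-tagged Mcl-1 with europium anti-His antibody binding Bid BH3 peptide; 0% = Mcl-1 plus peptide wells and 100% = peptide-only wells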
Target sequence (Q07820 whole entry, looked up): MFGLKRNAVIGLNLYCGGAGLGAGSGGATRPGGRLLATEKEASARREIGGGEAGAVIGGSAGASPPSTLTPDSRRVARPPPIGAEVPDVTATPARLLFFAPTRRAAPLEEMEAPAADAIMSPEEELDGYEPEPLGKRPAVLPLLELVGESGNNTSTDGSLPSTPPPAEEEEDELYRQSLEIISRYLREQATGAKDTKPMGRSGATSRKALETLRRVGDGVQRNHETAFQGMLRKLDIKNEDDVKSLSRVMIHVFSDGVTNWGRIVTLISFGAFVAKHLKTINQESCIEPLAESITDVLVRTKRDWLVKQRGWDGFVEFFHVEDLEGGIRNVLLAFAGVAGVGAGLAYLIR
Pf gamet viab – inhibitors of late stage P. falciparum gametocyte viability; hit rate 0.065% among 150,000; P. falciparum stage V gametocytes, ATP luminescence, 24 h; inhibition, % at 10.9 µM;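 active = inhibition above the mean plus 3 SD of compounds within the control limits, set per campaign, cut at about 38% in these data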;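 note: 0% = DMSO wells and 100% = medium only without gametocytes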
Rab7 wt modul – alters GTP binding to wildtype dog Rab7; GST-Rab7 beads, fluorescent GTP binding, flow cytometry; actives lie on both sides; untreated = 100%, excess cold GTP = 0%; GTP binding activity (percent of control), % at 10 µM; hit rate 0.055% among 190,000;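 active = fluorescent GTP binding to Rab7 beads changed by at least 20 points from the 100% baseline, either direction, mostly lower; inconclusive = compound itself probably fluorescent, or too few beads counted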;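 note: median green fluorescence of bound Bodipy-FL-GTP per Rab7 bead population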
HRas wt GTP bind – human HRas wildtype GTP binding, change in either direction; GST-Ras wt beads, Bodipy-FL-GTP binding, flow cytometry; actives lie on both sides; GTP binding activity, % at 10 µM; hit rate 0.14% among 190,000; AID 759;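 active = GTP binding activity at least 20% away from the 100% baseline, either lowered as inhibitor or raised as activator; inconclusive = flagged as likely green fluorescent, judged across all proteins in the well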;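 note: 0% = unlabeled GTP competition control and 100% = no-compound control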
Target sequence (P01112 whole entry, looked up): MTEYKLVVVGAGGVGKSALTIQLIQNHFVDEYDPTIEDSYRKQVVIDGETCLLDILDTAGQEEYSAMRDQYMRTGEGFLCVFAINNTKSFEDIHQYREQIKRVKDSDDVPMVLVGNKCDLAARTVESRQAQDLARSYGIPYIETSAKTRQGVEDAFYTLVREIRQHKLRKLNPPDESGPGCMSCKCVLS
Cdc42 wt GTP – changes GTP binding to wildtype human Cdc42. GST-Cdc42 beads, Bodipy-GTP binding, flow cytometry; actives lie on both sides. percent activity (GTP binding), % at 10 µM. hit rate 0.2% among 190,000. AID 761;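 active = percent activity GTP binding at least 20 points away from the 100% baseline, either down as inhibitor or up as activator; inconclusive = compound flagged as likely green fluorescent from well-wide comparison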;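 note: median bead fluorescence of bound Bodipy-FL-GTP at 100 nM; 0% = excess unlabeled GTP control and 100% = no compound control; below 100% means less GTP binding so inhibitor and above means activator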
Target sequence (P60953 whole entry, looked up): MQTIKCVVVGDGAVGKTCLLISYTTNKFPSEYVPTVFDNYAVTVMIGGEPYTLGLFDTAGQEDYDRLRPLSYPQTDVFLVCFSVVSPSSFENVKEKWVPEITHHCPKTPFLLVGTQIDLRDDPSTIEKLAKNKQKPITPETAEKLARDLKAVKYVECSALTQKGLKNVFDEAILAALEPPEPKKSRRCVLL
Rac1 wt GTP bind – modulators of human Rac1 wildtype GTP binding. hit rate 0.27% among 190,000. P63000. GTP binding activity (% of control), % at 10 µM. GST-Rac1 beads, fluorescent GTP binding, flow cytometry; actives lie on both sides; 0 = cold GTP competed, 100 = untreated;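 active = GTP binding activity at least 20 points away from the 100% control level, either lower or higher; inconclusive = compound flagged as likely green fluorescent, judged across all proteins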
Rab2A wt mod – changes GTP binding to wildtype dog Rab2A, up or down. P61105. hit rate 0.19% among 190,000. GST-Rab2 wt beads, Bodipy-GTP binding, flow cytometry. GTP binding activity, % at 10 µM. AID 760;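 active = GTP binding activity at least 20 points away from 100%, either lowered or raised; inconclusive = signal likely due to the compound's own green fluorescence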;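 note: 0% = beads with excess unlabeled GTP and 100% = no-compound control corrected for plate trend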
Rac1 act GTP bind – alters GTP binding to activated mutant human Rac1. GST-Rac1 activated beads, fluorescent GTP binding, flow cytometry; actives lie on both sides; 100% means binding = to untreated wells. hit rate 0.11% among 190,000. P63000. AID 764. percent activity (GTP binding), % at 10 µM;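 active = GTP binding at least 20 percentage points away from the 100% baseline, in either direction, so actives lie on both sides; inconclusive = Compound likely fluorescent itself, or too few beads counted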
Mcl1-Noxa inh – disrupts binding of human Mcl-1 to Noxa peptide; Q07820; TR-FRET Mcl-1/Noxa peptide binding, 2 h; inhibition, % at 21.7 µM; hit rate 1.5% among 220,000; AID 1022;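 active = compounds that cut the protein-peptide binding signal by more than 50% relative to plate controls in a single-dose test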;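 note: His-tagged Mcl-1 with rhodamine Noxa BH3 peptide and terbium anti-His antibody; 0% = Mcl-1 plus Noxa peptide wells and 100% = peptide-only wells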
GSH bead fluor – compound fluoresces at 488/530 nm on GSH beads; GSH beads flow cytometry, compound fluorescence 488/530 nm; hits give high values; fluorescence (KMESF) at 10 µM; hit rate 0.25% among 190,000; in the data active = fluorescence above about 89;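 note: glutathione beads carrying GST-tagged Bcl family fusion proteins plus one bare bead set; values are compound well signal with DMSO vehicle wells as background; inactives centre near 16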
Avidin bead fluor – avidin bead compound fluorescence profile. Avidin beads, compound fluorescence 488/530 nm, flow cytometry; hits give high values. fluorescence (KMESF) at 10 µM. hit rate 0.38% among 220,000; in the data active = fluorescence above about 47; note: inactives centre near 10
The depositor's hits bear a star; ? = inconclusive; / = no result given. Not a hit list. Share with any hit: about 3%.

SMILES	Mcl1-Bid inh	Pf gamet viab	Rab7 wt modul	HRas wt GTP bind	Cdc42 wt GTP	Rac1 wt GTP bind	Rab2A wt mod	Rac1 act GTP bind	Mcl1-Noxa inh	GSH bead fluor	Avidin bead fluor
CCOC(=O)C1CCCN(C(=O)c2sc3nc(-c4ccc(OC)cc4)cn3c2C)C1 (centres undefined)	-31	-28	96	103	104	101	102	103	11	17	13
CCC1(C)Cc2c(C#N)c(N)n(-c3ccccc3)c(=S)c2CO1 (centres undefined)	-20	6	102	97	96	99	98	95	30	11	11
COc1ccc(-c2csc(N3CCN(Cc4ccc5c(c4)OCO5)CC3)n2)cc1	-23	/	93	94	97	90	92	93	/	32	11
O=C(c1cccs1)N1CCN(C(=O)C(c2ccccc2)c2ccccc2)CC1	18	-7	103	103	105	103	104	101	2	17	33
Cc1ccc(S(=O)(=O)N2CCC(C(=O)NCCCOC(C)C)CC2)cc1	-7	10	101	106	106	104	106	100	8	16	17
CC(C)OC(=O)Cn1cnc2ccc(Br)cc2c1=O	0	-3	105	100	102	102	102	97	107*	36	16
O=C(NC(Cc1ccccc1)C(=O)O)/C(=C/c1ccco1)NC(=O)c1cccc([N+](=O)[O-])c1 (centres undefined)	-19	11	103	99	101	101	99	98	11	13	5
c1ccc(COC2CCCN(Cc3nc(-c4cccs4)no3)C2)nc1 (centres undefined)	-14	17	105	98	97	99	98	94	44	9	2
CC(C)C(c1nnnn1C1CCCC1)N1CCN(c2ccccc2F)CC1 (centres undefined)	2	-67	96	103	104	103	102	100	18	19	6
CCOC(=O)CSc1nnc(-c2ccc([N+](=O)[O-])cc2)o1	0	22	105	102	99	102	101	98	31	14	12
CCC(=O)NC(Nc1cc(C)cc(C)n1)(C(F)(F)F)C(F)(F)F	-9	/	97	98	99	100	98	98	-4	39	4
CC(=O)Oc1ccc(-c2ccc(C(=O)Nc3cccc(S(=O)(=O)N4CCOCC4)c3)cc2)cc1	-15	8	94	93	92	94	92	94	-58	14	8
COc1ccccc1N1CCN(C(=O)c2ccc3[nH]c4c(c3c2)CCCC4)CC1	-45	/	99	99	96	98	102	102	20	13	18
Cc1nn2cc(-c3ccc(N)cc3)nc2s1	-88	/	99	101	101	102	100	101	50	10	20
COC(=O)C(Cc1ccccc1)NC(=O)c1cccc(S(=O)(=O)N(C)C)c1 (centres undefined)	2	/	93	95	97	100	97	95	-10	20	8
CCCNC(=O)OC[C@H]1O[C@H](CCO/N=C/C[C@@H]2C=C[C@H](OC(C)=O)[C@@H](COC(C)=O)O2)C=C[C@@H]1Oc1ccc(OC)cc1	-1	/	98	100	103	103	98	101	-3	18	6
Nc1ncc(-c2ccc([N+](=O)[O-])cc2)cn1	7	13	95	100	101	102	99	97	18	12	12
C=CCN1C(=O)CSc2ccc(C(=O)OCC)cc21	-19	/	96	99	101	103	99	101	-10	25	15
O=C(/C=C/c1cccc([N+](=O)[O-])c1)N1CCN(C(=O)c2ccco2)CC1	-9	/	105	104	97	104	100	99	-5	12	3
CCN(CC)c1ccc2cc(C=O)c(=O)oc2c1	-6	/	107	103	109	105	102	100	-98	11	10
Cc1ccc(-n2cc(CNC(C)c3cnn(C)c3)c(-c3ccc(F)cc3)n2)cc1 (centres undefined)	-6	/	103	100	97	102	97	95	24	14	11
CCOC(=O)CN1N=C(/C=C/c2ccc(C)cc2)CCC1=O	1	18	102	104	107	105	103	102	-4	20	39
Cc1cccc(/C=N/NC(=O)C(C)Nc2cccc3ccccc23)n1 (centres undefined)	-99	/	101	100	100	98	99	97	-4	14	8
CC1SC(c2ccc(Cl)cc2Cl)NC1=O (centres undefined)	-7	-3	92	102	102	103	100	101	13	14	7
CN(CC(=O)O/N=C(\N)c1ccc([N+](=O)[O-])cc1)S(=O)(=O)c1ccccc1	11	/	96	94	91	95	94	97	83*	11	13
O=C(NCCN1CCCC1)c1cc(-c2ccncc2)nc2ccc(S(=O)(=O)N3CCOCC3)cc12	9	/	99	99	100	101	98	97	24	30	11
C/C(CCC(C)C)=N\Nc1ccc(S(N)(=O)=O)cc1[N+](=O)[O-]	8	-22	94	95	94	96	92	95	20	14	6
CCOC(=O)Cc1csc(NC(=O)c2ccc(Cl)nc2)n1	-15	4	98	100	101	102	97	100	24	12	38
Cc1noc(/C=C/c2ccc(-c3ccccc3Cl)o2)c1[N+](=O)[O-]	17	/	?	?	?	?	?	?	-2	30	57*
O=C(O)c1cccc(NS(=O)(=O)/C=C/c2ccccc2)c1	-3	8	102	98	92	99	99	95	13	32	6
Cn1c(=O)c2nnn(/N=C(\c3ccccc3)C3CC3)c2n(C)c1=O	2	/	97	96	93	95	93	94	-4	40	8
CCc1ccc(N2C(=O)/C(=C/c3cccs3)N(CC(=O)OC)C2=S)cc1	-8	17	100	100	101	104	102	97	8	13	9
CCCCC(=O)Nc1sc2c(c1C(=O)OCC)CCC(C=O)=C2Cl	-32	/	102	102	104	103	101	96	-9	10	16
CSc1ccccc1NC(=O)COc1ccc(Cl)cc1	-3	21	103	101	98	105	97	98	7	26	12
Cc1sc2nc[nH]c(=S)c2c1-c1ccccc1	-92	/	108	98	96	96	93	96	-3	11	11
O=C1c2ccccc2C(=O)N1CSc1nnc(Nc2ccccc2F)s1	-51	-38	99	100	102	101	98	99	7	11	7
CCC(C)[C@H](NC(=O)NCc1ccccc1)C(=O)O (some centres undefined)	-7	-4	97	99	98	99	98	95	6	41	15
CCOC(=O)Cc1csc(NC(=O)Cc2ccccc2)n1	-12	-13	99	97	97	101	99	94	3	14	9
O=S(=O)(Nc1ccc(-c2cn3cccnc3n2)cc1)c1ccccc1	-29	-13	100	94	89	94	92	93	10	17	9
CC(CCc1ccccc1)NC(=O)/C=C/c1ccc(Cl)cc1 (centres undefined)	11	-13	99	95	98	97	95	95	25	8	14

3 of the entries above in order of the Rab2A wt mod value, falling.
canonical_smiles	Mcl1-Bid inh	Rab7 wt modul	HRas wt GTP bind	Cdc42 wt GTP	Rac1 wt GTP bind	Rab2A wt mod	Rac1 act GTP bind	Mcl1-Noxa inh	GSH bead fluor	Avidin bead fluor
O=C(O)c1cccc(NS(=O)(=O)/C=C/c2ccccc2)c1	-3	102	98	92	99	99	95	13	32	6
Cn1c(=O)c2nnn(/N=C(\c3ccccc3)C3CC3)c2n(C)c1=O	2	97	96	93	95	93	94	-4	40	8
C/C(CCC(C)C)=N\Nc1ccc(S(N)(=O)=O)cc1[N+](=O)[O-]	8	94	95	94	96	92	95	20	14	6

The list continues:
SMILES	Mcl1-Bid inh	Pf gamet viab	Rab7 wt modul	HRas wt GTP bind	Cdc42 wt GTP	Rac1 wt GTP bind	Rab2A wt mod	Rac1 act GTP bind	Mcl1-Noxa inh	GSH bead fluor	Avidin bead fluor
CCN(CC)CCNc1nc(-c2ccc(OC(F)F)cc2)c(C)s1	-26	-17	94	96	95	96	99	93	4	18	12
CS(=O)(=O)N1CCN(c2ccccc2NC(=O)Cc2ccccc2)CC1	-9	34	99	102	105	106	101	103	3	25	24
CC(OC(=O)C1CC=CCC1C(N)=O)C(Cl)=C(Cl)Cl (centres undefined)	-4	/	100	100	102	102	100	101	8	13	32
O=C(Nc1cccc(S(=O)(=O)N2CCCCC2)c1)c1ccc(S(=O)(=O)C(F)F)cc1	-15	-13	93	94	99	95	93	95	-13	19	9
CC(Oc1ccc(Cl)cc1Cl)C(=O)Nc1cccnc1 (centres undefined)	-1	/	100	103	103	107	100	99	7	20	17
COc1ccc([C@@H]2C[C@H]3CN(Cc4ccccc4OC)C(=O)[C@]34CCCN24)cc1C	-14	-25	101	103	106	109	105	99	2	13	18
Cc1ccc(Nc2c(-c3cccnc3)nc3ccc(Br)cn23)cc1	-17	-7	100	95	92	95	95	92	0	14	11
OCCNCCOCCOc1ccccc1-c1ccccc1	-12	-6	104	100	104	106	100	101	29	8	16
CC(CC(=O)O)CC(=O)Nc1cccc([N+](=O)[O-])c1 (centres undefined)	9	-6	101	98	98	98	98	94	8	11	4
CCCCOc1ccc(N2C(=O)CC(N(O)c3ccccc3)C2=O)cc1 (centres undefined)	-36	/	99	100	101	97	101	96	11	12	18
Nc1nc(N2CCN(c3ccccc3)CC2)n[nH]1	-57	-1	95	98	99	102	98	97	12	10	6
CCN1C(=O)c2cccc3c(NC(=O)C(C)(C)C)ccc1c23	-25	-5	97	98	98	99	98	97	1	29	11
O=C(c1ccco1)N1N=C(c2ccncc2)CC1(O)C(F)(F)F (centres undefined)	-38	10	98	97	102	102	101	97	19	13	/
Cc1ccc(C(=O)OCC(=O)N2CCc3ccccc32)cc1	0	/	100	102	101	102	101	97	6	10	50*
COCCn1c(-c2cccs2)nc2c(c(=O)c3ccccc3n2C)c1=O	0	/	97	97	94	91	93	91	9	30	13
O=C(c1nc2ccccn2c1CN1CCN(c2ccccc2O)CC1)N1CCCC1	-40	-13	99	98	102	99	101	99	11	26	9
O=C(Cn1c(=O)sc2ccccc21)NCc1ccco1	-27	-16	96	99	101	105	98	99	12	5	7
COc1ccc(N2C(N)=NC(N)=NC23CCCC3)cc1	0	8	99	103	104	108	100	99	-13	24	33

Sorted by number of heavy atoms (rising): some entries from above
SMILES	Mcl1-Bid inh	Pf gamet viab	Rab7 wt modul	HRas wt GTP bind	Cdc42 wt GTP	Rac1 wt GTP bind	Rab2A wt mod	Rac1 act GTP bind	Mcl1-Noxa inh	GSH bead fluor	Avidin bead fluor
CC(C)OC(=O)Cn1cnc2ccc(Br)cc2c1=O	0	-3	105	100	102	102	102	97	107*	36	16
CC(CCc1ccccc1)NC(=O)/C=C/c1ccc(Cl)cc1 (centres undefined)	11	-13	99	95	98	97	95	95	25	8	14
CCN(CC)CCNc1nc(-c2ccc(OC(F)F)cc2)c(C)s1	-26	-17	94	96	95	96	99	93	4	18	12
O=C(/C=C/c1cccc([N+](=O)[O-])c1)N1CCN(C(=O)c2ccco2)CC1	-9	/	105	104	97	104	100	99	-5	12	3
